Screening data as filed in PubChem BioAssay.
MMP-13 inhibitor = inhibitors of human MMP13. MMP-13 fTHP FRET cleavage, Mca fluorescence. inhibition, % at 4 µM. 65,000 compounds, 0.07% hits;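 active = inhibition above the mean of compound-free control plate wells plus 3 SD, cut at about 14% in these data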;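 note: 0% = DMSO wells and 100% = wells with reference MMP-13 inhibitor after basal subtraction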
RORA act = activators of human nuclear receptor RORA; P35398; CHO-K1 Gal4-RORA LBD luciferase reporter, luminescence; percent increase over mock-subtracted basal signal; activation, % at 10 µM; 65,000 compounds, 1.5% hits;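 active = activation above the mean of all tested compounds plus 3 SD, cut at about 49% in these data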;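 note: 0% = DMSO-treated RORA cells and 100% = added signal equal to DMSO minus mock-transfected cells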
Target sequence (P35398 whole entry, looked up, the tested form may be a part): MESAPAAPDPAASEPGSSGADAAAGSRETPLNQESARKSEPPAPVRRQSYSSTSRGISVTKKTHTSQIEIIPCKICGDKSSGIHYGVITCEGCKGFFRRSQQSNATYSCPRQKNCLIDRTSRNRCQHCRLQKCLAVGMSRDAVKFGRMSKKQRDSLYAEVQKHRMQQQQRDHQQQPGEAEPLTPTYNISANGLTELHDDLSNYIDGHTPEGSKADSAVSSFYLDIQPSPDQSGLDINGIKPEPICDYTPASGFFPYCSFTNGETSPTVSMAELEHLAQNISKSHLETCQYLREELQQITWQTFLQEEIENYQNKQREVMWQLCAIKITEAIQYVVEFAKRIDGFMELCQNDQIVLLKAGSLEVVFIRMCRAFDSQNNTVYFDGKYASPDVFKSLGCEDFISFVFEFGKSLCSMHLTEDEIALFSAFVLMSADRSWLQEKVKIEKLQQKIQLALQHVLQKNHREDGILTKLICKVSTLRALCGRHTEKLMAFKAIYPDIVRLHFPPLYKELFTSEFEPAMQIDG
5-HT1A blocker = 5-HT1a (human) receptor antagonism; inhibition, % at 10 µM; CHO 5-HT1a Ga15 NFAT-bla reporter, antagonist mode; 62,000 compounds, 0.68% hits; P08908;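 active = inhibition above the mean of all tested compounds plus 3 SD, cut at about 43% in these data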;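 note: receptor stimulated by 5-CT agonist at 100 nM near EC80; beta-lactamase reporter measured by ratiometric fluorescence of a cleavable substrate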
Ecoli tolC = E. coli tolC mutant growth inhibition. E. coli BW25113 tolC mutant growth, OD615. growth inhibition, % at 10 µM (by protocol). 65,000 compounds, 2.2% hits;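 active = growth inhibition at or above a cutoff equal to the mean over every tested compound plus 3 SD, cut at about 60% in these data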;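 note: growth measured after 20 h incubation at 37 °C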
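Test system: tolC-deleted E. coli BW25113; medium: LB with kanamycin 50 µg/mL; compound: single-point testing at 10 µM; incubation: 20 h compound exposure of bacteria at 37 °C; signal: OD at 615 nm; evaluation: growth inhibition in percent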
5HT1E ag = agonists of human 5-HT1E serotonin receptor; 65,000 compounds, 0.69% hits; AID 574; P28566; CHO 5-HT1E Ga15 NFAT-bla reporter, FRET; 0% DMSO wells, 100% control agonist wells; activation, % at 6 µM;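 active = activation above a set limit, the screen-wide mean activation plus 3 SD, cut at about 8.5% in these data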;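 note: 100% = positive control agonist at 1 µM giving full maximal response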
HTR1A agonist = 5-HT1a (human) receptor agonism; P08908; activation, % at 10 µM; CHO 5-HT1a Ga15 NFAT-bla reporter, FRET ratio; 0% basal, 100% maximal reference agonist; 65,000 compounds, 0.56% hits; AID 567;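 active = activation above the screen-wide mean activation plus 3 SD, cut at about 19% in these data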;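 note: 0% = DMSO wells and 100% = 5-CT at EC100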
SF-1 act = activators of human nuclear receptor SF-1; CHO-K1 Gal4-SF-1 LBD luciferase reporter; % increase over DMSO SF-1-specific signal; activation, % at 10 µM; 65,000 compounds, 1.9% hits;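 active = activation above the mean activation of all tested compounds plus 3 SD, cut at about 50% in these data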
Target sequence (Q13285 whole entry, looked up, the tested form may be a part): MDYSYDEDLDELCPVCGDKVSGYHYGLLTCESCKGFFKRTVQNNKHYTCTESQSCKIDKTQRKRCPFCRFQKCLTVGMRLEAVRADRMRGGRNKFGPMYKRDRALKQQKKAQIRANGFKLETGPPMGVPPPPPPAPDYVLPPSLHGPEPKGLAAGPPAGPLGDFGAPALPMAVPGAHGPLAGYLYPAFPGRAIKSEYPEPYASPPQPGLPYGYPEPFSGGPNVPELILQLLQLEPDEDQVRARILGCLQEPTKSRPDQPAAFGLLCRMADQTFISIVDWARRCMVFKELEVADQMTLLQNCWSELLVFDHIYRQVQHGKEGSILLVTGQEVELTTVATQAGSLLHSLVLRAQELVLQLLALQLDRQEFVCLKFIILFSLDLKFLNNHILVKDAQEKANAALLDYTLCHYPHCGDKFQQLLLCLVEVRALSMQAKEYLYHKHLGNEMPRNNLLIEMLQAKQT
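Test system: transient Gal4-SF-1 LBD reporter, CHO-K1; Amount: 4,000 CHO-K1 cells per well; Doses: 10 µM only; Timing: compound exposure 20 h at 37 °C; Signal: luciferase light emission; Read-out basis: percent activation relative to DMSO median and mock-transfected background; Control set: DMSO negative control and −SF1 background wells; Replicates: one test per compound.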
HTR1E antagonist = 5-HT1E (human) receptor antagonism; CHO 5-HT1E Ga15 NFAT-bla reporter, FRET, antagonist; AID 571; P28566; inhibition, % at 6 µM; 65,000 compounds, 0.99% hits;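 active = inhibition above a set limit, the mean inhibition across every tested compound plus 3 SD, cut at about 29% in these data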;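 note: signal is the 460 over 535 nm emission ratio of beta-lactamase substrate; 0% = agonist plus DMSO wells and 100% = wells without agonist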
NADH enzymes = blocks coupling enzymes of NAD/NADH assays | coupled PK/LDH NADH assays, four targets | IC50, µM (titrated, usually from 10 µM), without a hit: at the top dose inhibition | 65,000 compounds, 0.02% hits | AID 774;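 active = single-dose screening hits from any of four coupled enzyme assays that gave an IC50 when retested across doses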;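 note: the DPM-DC format reads NADH fluorescence rather than 340 nm absorbance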
An asterisk follows results filed as active; nt = no result given; [ ] = another dose, or the depositor's remark.

Preview (five entries):
SMILES | MMP-13 inhibitor | RORA act | 5-HT1A blocker | Ecoli tolC | 5HT1E ag | HTR1A agonist | SF-1 act | HTR1E antagonist | NADH enzymes
CCOC(=O)N1CCN(S(=O)(=O)Cc2ccccc2)CC1 | -2 | -12 | 2 | -14 | -0.8 | -1.6 | 2 | 0 | 5%
Cc1cc(C)n(C(C)n2nc(C)cc2C)n1 | 4 | 11 | -9 | -5 | 2.1 | -2.8 | 12 | -5 | 4%
CCc1nn(CC(=O)N2CCN(Cc3ccc4c(c3)OCO4)CC2)c(=O)c2cc3occc3n12 | -4 | -11 | 1 | 19 | -0.3 | 0.8 | 0 | 1 | 3%
O=C(c1ccc2c(=O)n(-c3ccccc3)c(=O)[nH]c2c1)N1CCN(c2ccc(F)cc2)CC1 | 2 | 14 | 3 | -4 | -0.7 | 3.0 | 0 | -4 | 4%
CCn1nnnc1SCC(=O)N1CCOCC1 | -6 | -20 | -2 | -15 | 0.1 | 0.0 | 0 | 3 | 3%

The list itself, from the first entry:
SMILES | MMP-13 inhibitor | RORA act | 5-HT1A blocker | Ecoli tolC | 5HT1E ag | HTR1A agonist | SF-1 act | HTR1E antagonist | NADH enzymes
CCOC(=O)N1CCN(S(=O)(=O)Cc2ccccc2)CC1 | -2 | -12 | 2 | -14 | -0.8 | -1.6 | 2 | 0 | 5%
Cc1cc(C)n(C(C)n2nc(C)cc2C)n1 | 4 | 11 | -9 | -5 | 2.1 | -2.8 | 12 | -5 | 4%
CCc1nn(CC(=O)N2CCN(Cc3ccc4c(c3)OCO4)CC2)c(=O)c2cc3occc3n12 | -4 | -11 | 1 | 19 | -0.3 | 0.8 | 0 | 1 | 3%
O=C(c1ccc2c(=O)n(-c3ccccc3)c(=O)[nH]c2c1)N1CCN(c2ccc(F)cc2)CC1 | 2 | 14 | 3 | -4 | -0.7 | 3.0 | 0 | -4 | 4%
CCn1nnnc1SCC(=O)N1CCOCC1 | -6 | -20 | -2 | -15 | 0.1 | 0.0 | 0 | 3 | 3%
CC1CCN(C(=O)CSc2nnc(CSc3ncccn3)n2C)CC1 | 5 | -2 | 6 | -13 | -0.2 | -1.3 | 14 | -1 | 3%
Nc1nnc(CC2=CCCCC2)s1 | -6 | -2 | nt | 0 | -0.5 | 1.1 | -5 | -6 | 1%
O=C(NCCO)c1ccc(-c2nnc(N3CCOCC3)c3ccccc23)cc1 | 0 | 9 | 1 | -15 | 0.1 | -0.1 | 1 | 8 | 1%
CCOc1ccc(N/C(SC)=C(/C#N)C(N)=O)cc1 | 0 | -19 | 8 | -13 | -0.5 | 1.8 | -8 | 10 | 9%
CCCCC1(C)NC(=O)N(CC(=O)Nc2ccc(S(=O)(=O)N3CCOCC3)cc2)C1=O (centres undefined) | 0 | 8 | 1 | -8 | 0.7 | -1.9 | -2 | 0 | 0%
O=C(c1sc2ccccc2c1Cl)N(Cc1ccco1)C1CCS(=O)(=O)C1 (centres undefined) | -2 | 18 | 12 | 9 | 0.2 | 2.2 | -12 | 9 | 0%
CCc1cccc2c(C#N)cn(CC(=O)NCc3ccco3)c12 | 0 | 7 | 28 | 1 | -0.6 | -0.6 | -12 | 4 | 5%
COc1ccc2[nH]c(C)c(C(=O)CN3CCc4cc(OC)c(OC)cc4C3)c2c1 | -20 | -19 | nt | 5 | 1.3 | -1.2 | -12 | -7 | 5%
Cc1ccc(C)c(CSc2nnc(CCN)o2)c1 | -3 | 7 | -18 | -14 | 0.8 | -3.1 | 8 | -8 | 2%
Cc1ccc(C#N)c(SCc2cc3c(cc2Cl)OCO3)n1 | 1 | 4 | nt | 6 | -0.1 | -2.3 | 13 | 15 | 5%
COC(=O)c1nnn(Cc2ccccc2)c1N | -1 | -8 | 0 | -10 | 0.5 | 0.3 | 3 | 1 | 5%
CCOC(=O)Cn1cnc2c(nnn2-c2ccc(OC)cc2)c1=O | -3 | -10 | -5 | -2 | -0.8 | -1.7 | -12 | -5 | 2%
COc1ccc2c(c1)[nH]c1c(=O)n(CCN(C)C)cnc12 | 1 | 24 | nt | 20 | -0.3 | 2.2 | 35 | -10 | 0%
COc1cccc(=O)c2c(C)oc(C)c12 | -16 | -7 | -1 | -5 | 1.1 | -0.3 | -9 | -13 | 4%
c1ccc(Nc2nc(N3CCCCC3)nc(N3CCNCC3)n2)cc1 | -1 | 6 | 15 | -3 | 2.7 | 5.0 | 3 | -10 | 7%
CCCc1cc(NCCCCO)n2c(nc3ccccc32)c1C#N | -474[fluorescence artefact?] | -16 | nt | -5 | 0.7 | 3.5 | -12 | 7 | 8%[fluoresces]
COCCn1c(C)cc(C(=O)COC(=O)CCc2ccc(S(=O)(=O)N3CCOCC3)cc2)c1C | 2 | 4 | -6 | 3 | -0.8 | 1.6 | -7 | 16 | 4%
CCCCC(=O)Nc1cc(N(C)C)nc2ccccc12 | -41 | 0 | 4 | 8 | 0.1 | -1.7 | -23 | -1 | 14%[fluoresces]
Cc1ccc(NC(=O)COC(=O)c2ccc3c(c2)NC(=O)C2CCCN32)cc1C (centres undefined) | -10 | -12 | -3 | 35 | -1.1 | -2.2 | -7 | 1 | 3%
CCN(CC)S(=O)(=O)c1ccc2[nH]cc(C(=O)NCCc3ccccc3)c(=O)c2c1 | 1 | -10 | -7 | 0 | 0.6 | 0.0 | 4 | 7 | 10%
Further structures.
SMILES | MMP-13 inhibitor | RORA act | 5-HT1A blocker | Ecoli tolC | 5HT1E ag | HTR1A agonist | SF-1 act | HTR1E antagonist | NADH enzymes
O=C(c1cc(-c2ccc(O)cc2)on1)N1CCc2ccccc2C1 | 1 | 13 | 27 | 21 | 1.0 | 4.3 | 48 | 0 | 2%
Cc1ccc(NCc2nnc(SCC(=O)c3ccccc3)n2Cc2ccco2)c(C)c1 | 0 | 4 | 10 | 27 | 1.5 | 2.1 | 13 | -19 | 2%
CCOc1ccc2nc(NCCCNS(=O)(=O)c3ccccc3)c(C#N)cc2c1 | -85[fluorescence artefact?] | -6 | -2 | 0 | -0.2 | -1.4 | 6 | 9 | 10%
COC(=O)c1ccc(OCc2nc(N)nc(N3CCOCC3)n2)cc1 | 8 | -12 | -10 | -1 | 0.0 | -0.5 | -10 | 6 | 4%
CCc1nnc(NC(=O)CSc2nnc(-c3ccccc3NC(=O)c3ccccc3)o2)s1 | 2 | 5 | -3 | 3 | 0.0 | -4.0 | 7 | -5 | 5%
COc1ccc(OC)c(-c2cc(C(=O)N3CCN(c4ccccc4)CC3)no2)c1 | -3 | -2 | -7 | 10 | 1.8 | 12 | -4 | -3 | 7%
O=C(Nc1ccccc1N1CCCCC1)c1cccc(F)c1 | 3 | -7 | 11 | 100* | -1.6 | 2.2 | -14 | 0 | 7%
Cc1ccc(-n2nc(C)c3c2OC(N)=C(C#N)C3c2cccs2)cc1 (centres undefined) | 6 | 13 | 18 | 16 | 0.3 | -3.0 | 20 | -3 | 8%
COc1ccc(C(=O)CSc2nnc(-c3ccccc3)o2)cc1 | 4 | 2 | 2 | 6 | -0.1 | 1.5 | -20 | 3 | 2%
Cc1cc(NC(=O)CSc2nc3ccccc3c(=O)n2Cc2ccc(F)cc2)no1 | 2 | -22 | 11 | -3 | -0.3 | -0.5 | -19 | 8 | 5%
CCNCCNC(=O)c1c(O)c2ccccc2n(CC)c1=O | -2 | -13 | 2 | -10 | 0.8 | -3.1 | 25 | 4 | 3%
COCCCNC(=O)c1ccc(CNS(=O)(=O)c2ccc(NC(C)=O)cc2)cc1 | -2 | -14 | 6 | -10 | -0.3 | 0.7 | -3 | 1 | 2%
COc1ccccc1NC(=O)c1ccc(NS(=O)(=O)c2c(C)noc2C)cc1 | 1 | -18 | -12 | 20 | -0.8 | -2.1 | 4 | -4 | 8%
CCOC(=O)CC(C#N)c1cn(C)c2ccccc12 (centres undefined) | -5 | 14 | nt | 12 | 0.3 | -0.2 | 2 | -6 | 2%
COc1ccc2c(c1)CCCN2C(N)=O | -2 | -18 | 3 | 0 | -0.9 | -1.6 | -10 | -3 | 3%
COC(=O)c1ccc(NC2(C#N)C(=O)Nc3ccccc32)cc1 (centres undefined) | 0 | 1 | -1 | 8 | 2.2 | 2.9 | 6 | -3 | 1%
CCN(CC)c1ccc(NC(=O)c2cccc(C)c2OC)c(C)c1 | 4 | 73* | -5 | 21 | -0.1 | -1.4 | 66* | 4 | 0%
CC1(C)CC(=O)C2=C(C1)N(Cc1ccco1)C(=O)NC2(C(F)(F)F)C(F)(F)F | 6 | 5 | -3 | -9 | -0.6 | -1.1 | 7 | 7 | 1%
COC(=O)C1CCN(C(=O)c2ccc(NC(C)=O)cc2)CC1 | 0 | -10 | -6 | -14 | 1.0 | -0.8 | -1 | 2 | 2%
COc1ccc(OC)c(NC(=O)CSc2nnnn2-c2ccccc2F)c1 | 0 | 11 | -21 | -5 | 0.4 | -1.9 | 1 | -7 | 3%
CCOC(=O)CN1CC23C=CC(O2)C(C(=O)NCc2ccc(F)cc2)C3C1=O (centres undefined) | 8 | -15 | 6 | -6 | -0.5 | -1.7 | -2 | -5 | 2%
COC(=O)COc1ccc(S(=O)(=O)NCCC2=CCCCC2)cc1C | 6 | -13 | 6 | 7 | -0.7 | -1.5 | -17 | 3 | 5%
CC(=O)Nc1ccc(NC(=O)CSc2nnc(C3CC3)n2C)cc1 | 4 | -24 | -5 | -27 | 0.7 | -3.4 | 16 | 5 | 0%
O=C(O)c1cc2ccccc2n1-c1ccccc1 | -3 | 10 | -9 | 20 | -0.5 | -1.3 | -3 | 0 | 8%
CC1CCCCC1NC(=O)CCn1c(=O)oc2ccccc21 (centres undefined) | -2 | 14 | -2 | -14 | -0.8 | 1.7 | 1 | 5 | 5%
(cont.)
SMILES | MMP-13 inhibitor | RORA act | 5-HT1A blocker | Ecoli tolC | 5HT1E ag | HTR1A agonist | SF-1 act | HTR1E antagonist | NADH enzymes
CCn1c(C(C)NC(=O)c2ccc(OC)c(OC)c2)nc2ccccc21 (centres undefined) | 2 | -24 | -2 | -2 | -0.9 | -0.1 | -14 | 2 | 4%
CN1CC(=O)N(CC(=O)Nc2ccc(F)cc2)c2ccccc2C1=O | 3 | -22 | 1 | -11 | -0.2 | -1.0 | 1 | -8 | 4%
CS(=O)(=O)N(CC(=O)NCc1ccc2c(c1)OCO2)Cc1ccccc1 | 5 | 2 | 9 | -9 | -0.8 | -0.3 | 14 | 12 | 6%
Cc1ccc(S(=O)(=O)N2CCCC2C(=O)OCC(=O)Nc2ccc3c(c2)OCO3)cc1 (centres undefined) | -1 | 5 | 2 | -1 | -0.2 | -4.7 | -3 | -2 | 0%
CC(C)(C)OC(=O)N1CC2Cc3[nH]c(=O)ccc3C(C2)C1 (centres undefined) | 1 | 6 | -5 | -14 | -0.9 | -1.1 | -25 | 4 | 2%
CC(=O)c1ccc(CCCC(=O)O)cc1 | 1 | -29 | 6 | -15 | -0.3 | -2.3 | -8 | -2 | 1%

Full records as entered above. Values in the order: MMP-13 inhibitor	RORA act	5-HT1A blocker	Ecoli tolC	5HT1E ag	HTR1A agonist	SF-1 act	HTR1E antagonist	NADH enzymes
O=C(c1cc(-c2ccc(O)cc2)on1)N1CCc2ccccc2C1 is listed as 1	13	27	21	1.0	4.3	48	0	2%
O=C(NCCO)c1ccc(-c2nnc(N3CCOCC3)c3ccccc23)cc1 is listed as 0	9	1	-15	0.1	-0.1	1	8	1%
